Screening results as filed in PubChem.
All columns: NCI-60 one-dose screen, growth in % after 48 h at 10 µM unless noted; 100 = growth as untreated, 0 = no growth, -100 = all killed.
MOLT-4 = MOLT-4 leukemia cells | hit rate 6.9% among 80,000
MCF7 = MCF7 breast cancer; hit rate 6.3% among 82,000; AID 1794796
MDA-MB-468 = MDA-MB-468 breast cancer | AID 2202374 | hit rate 8.5% among 78,000
MDA-MB-435 = MDA-MB-435 melanoma | hit rate 7.8% among 82,000 | AID 1794794
RPMI-8226 = RPMI-8226 leukemia cells; hit rate 7.5% among 77,000; AID 1794781
MDA-MB-231 = MDA-MB-231 breast cancer; hit rate 5% among 81,000; AID 1794789
K-562 = K-562 leukemia. hit rate 7.4% among 78,000. AID 1794777
SR = SR leukemia cells; hit rate 8.7% among 73,000; AID 1794780
An asterisk follows results filed as active; nt = no result given; & = joins results of further samples. How the source made its calls: active means growth percent below 10; inactive means the rest.

SMILES | MOLT-4 | MCF7 | MDA-MB-468 | MDA-MB-435 | RPMI-8226 | MDA-MB-231 | K-562 | SR
CN1C(=O)N(C)C2Nn3c(s/c(=C\c4cccc([N+](=O)[O-])c4)c3=O)=NC21 (stereo not drawn) | 101 | 81 | 69 | 81 | 98 | 82 | 70 | 78
O=C(c1ccccc1)c1c(/C=C/c2ccccc2)c2ccccc2[nH]c1=O | 84 | 97 | 95 | 98 | 95 | 101 | 82 | nt
[Cl][Ru].c1ccc(-c2cccc(-c3ccccn3)n2)nc1.c1ccc(-c2ccnc3c2ccc2c(-c4ccccc4)ccnc23)cc1 | 41 | 9.5* | -21* | 10 | -11* | 32 | 32 | 11
O=C1OC(Cc2ccccc2)C(c2ccccc2)C1=O (stereo not drawn) | 114 | 99 | 119 | 113 | 111 | 108 | 95 | 108
O=c1sn(CCCl)c(=O)n1Cc1ccc(Cn2c(=O)sn(CCCl)c2=O)cc1 | 88 | 86 | 86 | 98 | 78 | 107 | 79 | nt
Cc1[nH]nc2ncc(C#Cc3cncc(C(=O)Nc4ccc(CN5CCN(C)CC5)c(C(F)(F)F)c4)c3)cc12 | 20 | 44 | 26 | 13 | 30 | -39* | 7.5* | 20
CC(C)=CCC(O)(c1ccccc1)c1nccs1 (stereo not drawn) | 88 | 92 | 98 | 93 | 103 | 119 | 81 | 92
CN(C)CCC1(c2ccccc2)CCN(C)C1=O (stereo not drawn) | 96 | 106 | 95 | 105 | 108 | 114 | 95 | 112
N#CNc1ccccc1 | 91 | 100 | 103 | 111 | 88 | 103 | 108 | 78
O=C(O)C(C(=O)O)c1cccc2ccccc12 | 94 | 98 | 101 | 102 | 109 | 108 | 94 | 91
CC(C)NC(=O)/C=C\C(=O)O | 102&106 | 103&87 | 104&92 | 104&100 | 103&104 | 106&103 | 90&104 | 102&104
COc1ccc(NS(=O)(=O)c2nn(C)c3nc(C)c(Cl)c(C)c23)cc1 | 98 | 96 | 91 | 102 | 83 | 95 | 91 | 90
O=C(O)CC(c1ccccc1)C(C(=O)O)c1ccccc1 (stereo not drawn) | 111 | 94 | 87 | 102 | 109 | 99 | 114 | 105
COc1cc(/C=C/C(=O)C(=O)/C=C/c2ccc(OCc3ccccc3)c(OC)c2)ccc1OCc1ccccc1 | 100 | 86 | 111 | 102 | 96 | 98 | 94 | 92
Cc1cccc[n+]1Cc1ccccc1 | 84 | 102 | 108 | 109 | 100 | 118 | 97 | 71
Cc1ccc(N=C(Cl)/C=C/c2ccccc2)cc1 | 91 | 82 | 101 | 96 | 81 | 100 | 83 | 86
CCCCCCC(C)(O)c1ccccc1 (stereo not drawn) | 106 | 97 | 117 | 106 | 107 | 109 | 101 | 98
CC(C)OC(=O)[C@]12CCC(C)(C)C[C@H]1C1=CC[C@@H]3[C@@]4(C)C/C(=C/c5cccnc5)C(=O)C(C)(C)[C@@H]4CC[C@@]3(C)[C@]1(C)CC2 | nt | 54 | 92 | 70 | 45 | 57 | nt | nt
O=C1CCc2ccc(OCc3cn(CCCn4cc(COc5ccc6c(c5)NC(=O)CC6)nn4)nn3)cc2N1 | 122 | 85 | 105 | 99 | 103 | 110 | 103 | 92
CCOC(=O)c1c2ncccc2n2c(=O)n(Cc3ccccc3)nnc12 | 65 | 53 | nt | 115 | 98 | 110 | 105 | 53
C/C(=C\c1ccccc1)C(O)C(=O)c1nc2ccc([N+](=O)[O-])cc2[nH]c1=O (stereo not drawn) | 91 | 79 | 90 | 100 | 90 | 91 | 86 | 102
COC(=O)C(=CC(Br)C(Br)c1ccccc1)C(=O)OC (stereo not drawn) | 78 | 81 | 109 | 117 | 109 | 97 | 98 | 93
CS(=O)(=O)Nc1ccccc1NS(C)(=O)=O | 98 | 102 | 103 | 118 | 87 | 105 | 108 | 82
COc1ccc(-c2cc(/C=C/C(=O)c3cc(OC)c(OC)c(OC)c3)[nH]n2)cc1OC | 3.4* | -9.9* | -64* | 4.7* | -39* | -25* | 5.1* | 3.1*
C[C@@H]1O[C@H](/C=C\c2ccc(F)cc2)[C@@H](O)[C@H]1O | 96 | 93 | 100 | 107 | 94 | 105 | 97 | nt
Cc1c(CO)[n+](=O)c2ccccc2n1[O-] | 96 | 98 | 110 | 98 | 107 | 106 | 101 | 104
O=C(Nc1ccc(CN2CCOCC2)cc1)c1[nH]ncc1Nc1ncnc2sccc12 | -2.6* | 8.8* | -26* | 18 | -4.0* | 16 | 4.0* | -4.4*
O=C1C2C3C=CC(C3)C2C(=O)C2C3C=CC(C3)C12 (stereo not drawn) | 105&111 | 98 | 108&115 | 103&112 | 106&104 | 108&108 | 111&117 | 92
COc1ccc(C2=NN(C(=O)c3ccc(S(C)(=O)=O)cc3)C(c3ccccc3)C2)cc1 (stereo not drawn) | 73 | 94 | 84 | 105 | 89 | 98 | 97 | 101
COC(=O)c1ccc2[nH]c(O)c(C(=Nc3ccc(N(C)C(=O)CN4CCN(C)CC4)cc3)c3ccc4c(c3)OCO4)c2c1 | 0.7* | 11 | 38 | 21 | -14* | 12 | 4.8* | 0.4*
COc1cc2nc(NC3CC3)nc(NC3CCN(C)CC3)c2cc1OC | 98 | 88 | 102 | 96 | 102 | 90 | 91 | 82
CCNC(=O)N1CCc2c(Cl)c3c(c(OC)c2[C@@H]1[C@H]1OCc2c1ccc(OC)c2OC)OCO3 | 87 | 91 | 64 | 78 | 80 | 86 | 88 | 93
Clc1cccc(CSc2ncnc3c2ncn3C2CCCCO2)c1 (stereo not drawn) | 88 | 91 | 70 | 101 | 84 | 87 | 75 | 90
Cc1c([N+](=O)[O-])cc(C(C)(C)C)cc1[N+](=O)[O-] | 96 | 93 | 91 | 107 | 112 | 107 | 112 | 106
CCN(CC)S(=O)(=O)c1ccc(OCCOc2ccc(S(=O)(=O)N(CC)CC)cc2)cc1 | 104 | 100 | 89 | 104 | 98 | 95 | 98 | 102
CCN1CCOC1c1ccc(Cl)cc1 (stereo not drawn) | 97 | 104 | 102 | 100 | 107 | 111 | 110 | 66
CC(=O)/C(=C/c1cccc(C#N)c1)C(=O)c1ccccc1 | 53 | 43 | 100 | 58 | 36 | 96 | 36 | nt
COc1cc(-c2nnc(-c3ccc(NC(=O)CCO)cc3)o2)cc(OC)c1OC | 101 | 101 | 101 | 80 | 101 | 107 | 96 | 97
CC1(C)Oc2cc3oc(C(=O)O)cc(=O)c3cc2-c2ccccc21 | 101 | 97 | 95 | 105 | 92 | 106 | 95 | 98
CCNc1nc(O)c(/C=C2\C=Nc3ncccc32)s1 | -6.0* | 4.0* | -35* | -0.8* | 29 | 11 | 26 | 0.4*
c1ccc(-c2nnsc2-c2ccccc2)cc1 | 89 | 112 | 96 | 116 | 96 | 84 | 92 | 79
CCNC | 100 | 98 | 111 | 106 | 105 | 98 | 96 | 91
C[n+]1ccc(/C=C/c2ccccc2)cc1 | 83 | 107 | 118 | 116 | 58 | 108 | 67 | nt
O=C(O)CCCCC(=O)Nc1cccc(Cn2nnc3cc(Cl)c(Cl)cc32)c1 | 102 | 104 | 113 | 107 | 91 | 97 | 95 | 91
COc1cccc(-c2nc3sccn3c2-c2ccnc(NCCNS(=O)(=O)c3cccc4ccccc34)n2)c1 | 55 | 93 | 87 | 99 | 73 | 104 | 70 | nt
NCCNc1nc2ccccc2c2c(=O)c3cc(F)ccc3sc12 | 47 | 53 | 67 | 59 | nt | 34 | 1.6* | -21*
CSc1nc2ccccc2cc1/C=C1/C=C(c2ccccc2)NC1=O | 36 | 50 | 62 | 3.3* | 82 | 87 | 36 | 27
CCN(CC)CCC(C)=O | 99 | 92 | 91 | 120 | 100 | 109 | 106 | 112
COc1ccc(-c2csc(NC(=O)c3ccc(OC)c(OC)c3)n2)cc1 | 102 | 90 | 97 | 99 | 89 | 111 | 108 | 100
COc1ccc(/C=C/C(=O)Nc2ccc(C=C3c4ccccc4C(=O)c4ccccc43)cc2)cc1 | 56 | 61 | 31 | 20 | 27 | 57 | nt | 37

New compounds follow
SMILES | MOLT-4 | MCF7 | MDA-MB-468 | MDA-MB-435 | RPMI-8226 | MDA-MB-231 | K-562 | SR
CC(=O)Nc1ccc(-c2cc3cnc4ccccc4c3oc2=O)cc1 | 108 | 99 | 107 | 104 | 104 | 103 | 89 | 96
Cc1nnc(SCC(=O)Nc2ccc(-c3ccccc3)cc2)s1 | 70 | 83 | 102 | 108 | nt | 98 | 119 | 120
COc1ccc(-c2nnc3c(/C=C/c4ccc(Br)cc4)nc4ccccc4n23)cc1 | 1.9* | 0.0* | 33 | 29 | 21 | 82 | 11 | -19*
C[n+]1ccncc1 | 96 | 101 | 91 | 102 | 99 | 103 | 105 | 86
CC(C)COc1ccc(O)cc1 | 87 | 83 | 109 | 97 | 85 | nt | 88 | nt
Cc1ccc(NC(C(=O)c2ccccc2)c2ccccc2)cc1 (stereo not drawn) | 75 | 39 | 8.1* | 31 | 26 | 72 | 47 | 69
Cc1nn2c(/C=C3/C(=O)Nc4cc(Cl)ccc43)c(-c3ccc(F)cc3)nc2s1 | 67 | 60 | 100 | 98 | 61 | 97 | 76 | 46
Cc1cc(O)c(C(C)C)cc1NC1=CC(=O)c2ccccc2C1=O | 53 | 64 | 50 | 99 | nt | 48 | 67 | 46
COc1cc(CC(=O)O)ccc1O | 113 | 112 | 99 | 108 | 101 | 113 | 111 | 109
CCCCCCCCOc1cccc(S(=O)(=O)Nc2ccc(C)cc2C(=O)O)c1 | 91 | 90 | 82 | 99 | 64 | 105 | 84 | 90
COC1CC(Cn2cc(COc3ccc4ccc(=O)oc4c3)nn2)C(OCc2ccccc2)C(OCc2ccccc2)C1OCc1ccccc1 (stereo not drawn) | nt | 85 | 93 | 103 | 78 | 100 | nt | nt
CC1(c2ccc(Cl)cc2)OC(=O)C(=Cc2ccc([N+](=O)[O-])s2)C(=O)O1 (stereo not drawn) | 100 | 97 | 105 | 109 | 106 | 105 | 109 | 85
CCn1c2ccc(O)cc2c2c(C)c3c[n+](CCCCCC(N)=O)ccc3c(C)c21 | 51 | 72 | 77 | 72 | nt | 76 | 93 | 42
Cc1c2c(cc[n+]1Cc1ccc(F)cc1)c1ccc(OCc3cccc(F)c3)cc1n2Cc1cccc(F)c1 | -62* | -77* | -86* | -92* | -33* | -88* | -16* | -49*
CC(C)CCn1cnc2c(=O)[nH]c(N)nc21 | nt | 93 | 105 | 106 | 103 | 101 | nt | nt
O=c1c(/C=C/c2ccco2)nnc(SCCN2CCOCC2)n1/N=C/c1ccc([N+](=O)[O-])cc1 | 81 | 31 | nt | 97 | 67 | 103 | 93 | 34
c1ccc(CN2CCCC(c3ccccc3)=C2c2ccccc2)cc1 | 90 | 101 | 81 | 99 | 86 | 93 | 94 | 92
COc1ccc(N(CCN(C)C)C(=O)C(c2ccccc2)c2ccccc2)cc1 | 89 | 94 | 85 | 105 | 74 | 70 | 98 | 84
COc1ccc(S(=O)(=O)NCCCNc2nccc(-c3cn(-c4ccccc4)nc3-c3ccc(Cl)c(OC)c3)n2)cc1 | 46 | 49 | 72 | 80 | nt | 73 | 75 | 44
COc1ccc(N2N=C(c3ccc4c(c3)OCCO4)CC2c2cccc(NC(=O)CCNS(=O)(=O)c3ccc(Cl)cc3)c2)cc1 (stereo not drawn) | 15 | 16 | 20 | 34 | 23 | 54 | 24 | nt

Rewritten with two lines to a compound: part of the list above.
Values run as follows: MOLT-4, MCF7, MDA-MB-468, MDA-MB-435, RPMI-8226, MDA-MB-231, K-562, SR
c1ccc(CN2CCCC(c3ccccc3)=C2c2ccccc2)cc1
→ 90, 101, 81, 99, 86, 93, 94, 92
O=c1c(/C=C/c2ccco2)nnc(SCCN2CCOCC2)n1/N=C/c1ccc([N+](=O)[O-])cc1
→ 81, 31, nt, 97, 67, 103, 93, 34

Following part:
SMILES | MOLT-4 | MCF7 | MDA-MB-468 | MDA-MB-435 | RPMI-8226 | MDA-MB-231 | K-562 | SR
O=c1oc2cc(NCCN3CCOCC3)ccc2cc1-c1nc2ccccc2[nH]1 | 94 | 91 | 93 | 103 | 88 | 86 | 86 | nt
COc1ccc(C2SCC(=O)N2CCCN2CCOCC2)cc1OC (stereo not drawn) | 107 | 98 | 96 | 105 | 117 | 100 | 101 | 112
CN(C)C(=O)c1ncc(-c2ccc(C(F)(F)F)cc2)c(NC2CCCCCC2)n1 | 99 | 110 | 108 | 109 | 102 | 117 | 120 | 103
COc1ccc2oc(=O)cc(-c3nccc4c3[nH]c3ccccc34)c2c1 | 102 | 93 | 89 | 99 | 89 | 80 | 105 | 95

Reformatted with two lines to a compound: entries from further up
Each structure is followed by: MOLT-4 | MCF7 | MDA-MB-468 | MDA-MB-435 | RPMI-8226 | MDA-MB-231 | K-562 | SR
O=c1sn(CCCl)c(=O)n1Cc1ccc(Cn2c(=O)sn(CCCl)c2=O)cc1
  88 | 86 | 86 | 98 | 78 | 107 | 79 | nt
Cc1[nH]nc2ncc(C#Cc3cncc(C(=O)Nc4ccc(CN5CCN(C)CC5)c(C(F)(F)F)c4)c3)cc12
  20 | 44 | 26 | 13 | 30 | -39* | 7.5* | 20
CC(C)=CCC(O)(c1ccccc1)c1nccs1 (stereo not drawn)
  88 | 92 | 98 | 93 | 103 | 119 | 81 | 92
CN(C)CCC1(c2ccccc2)CCN(C)C1=O (stereo not drawn)
  96 | 106 | 95 | 105 | 108 | 114 | 95 | 112
N#CNc1ccccc1
  91 | 100 | 103 | 111 | 88 | 103 | 108 | 78
O=C(O)C(C(=O)O)c1cccc2ccccc12
  94 | 98 | 101 | 102 | 109 | 108 | 94 | 91
CC(C)NC(=O)/C=C\C(=O)O
  102&106 | 103&87 | 104&92 | 104&100 | 103&104 | 106&103 | 90&104 | 102&104
COc1ccc(NS(=O)(=O)c2nn(C)c3nc(C)c(Cl)c(C)c23)cc1
  98 | 96 | 91 | 102 | 83 | 95 | 91 | 90
O=C(O)CC(c1ccccc1)C(C(=O)O)c1ccccc1 (stereo not drawn)
  111 | 94 | 87 | 102 | 109 | 99 | 114 | 105
